Bioassay records: PubChem, National Center for Advancing Translational Sciences (NCATS)
TCR act – activators of T cell receptors. primary human leukocytes, anti-CD3, IL-2 HTRF, 48 h. Potency, µM (doses to about 9.22 µM), for inactives: top-dose activation of IL-2 secretion, actives largely listed as activators. 330,000 tested, under 10 active. AID 504894; note: % of control where 0% means no effect
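Primary human leukocytes were stimulated with a-CD3 beads plus compounds for 48 hr without co-stimulation; secreted IL-2 was quantified by HTRF using a-IL-2-K (europium cryptate) and a-IL-2-d2, excited at 320nm with acceptor emission read at 665nm.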
Chronic BCR inh – blocks chronic active B-cell receptor signaling; Potency, µM (doses to about 46.1 µM), without a hit: at the top dose ratio change, negative = lower green/red ratio, actives largely listed as inhibitors; ABC-DLBCL IkBa-CBG/CBR reporter, luminescence ratio, 4 h; AID 493014; 340,000 tested, 0.05% active; active = well fitted inhibition curve with a large enough effect in the signal ratio, with a control signal flat, not every such curve was filed as active; inconclusive = small, poorly fitted or top-dose-only effect, or effect the other way, or a change in a side signal; the % refers to the signal ratio;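 note: potency is the fitted concentration of half-maximal effect; plate controls were basal doxycycline-induced cells for no effect and cells given 10 µM MG132 for full effect; MG132 reads +100%, hits lower the ratio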
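Cell line TMD8 (human ABC DLBCL), stably expressing tet-inducible CBG68-IkBa fusion and CBR; IMDM/0.5% FBS; cpd up to 46 uM; dox induction, 4 h, 37C/5% CO2; dual luminescence; green/red ratio; MG132 control.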
AT treatment – potential ataxia-telangiectasia treatment; […] A-T fibroblasts, KAP-1 phosphorylation AlphaLISA; neocarzinostatin DNA damage 30 min before lysis; Potency, µM (titrated, usually from 57.5 µM), for inactives: at the highest dose activation, hits mostly activators; 320,000 tested, 0.19% active; note: potency is the fitted concentration of half-maximal effect; % of control where 0% means no effect; nearly all actives have a fitted effect of over 45% in size
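ATM-like activity read as KAP-1 phosphorylation via AlphaLISA donor/acceptor antibody pairs after lysis and 6 hr at 25C. Cells were ATM-null patient fibroblasts ([…], hTERT), dosed 60 min, then exposed to the DSB inducer NCS for 30 min.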
GALK inhibitor – inhibitors of human galactokinase; Purified GALK, Kinase-Glo residual ATP luminescence; Potency, µM (doses to about 57.5 µM), for the others: top-dose activity change, negative = inhibition, usual class: inhibitors; P51570; 270,000 tested, 0.007% active; note: potency is the fitted concentration of half-maximal effect; % is set by controls: 0 for no effect and ±100 for the full control effect
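Compounds were pin-transferred into ATP buffer (35 uM final), then GALK plus galactose (5 nM, 100 uM final) was added. After 1 h at room temperature, Kinase-Glo Plus was added and luminescence read after 10 min.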
FBPA coupling cs – coupling enzyme interference in Giardia aldolase counter-screen. coupling enzyme system counterscreen, AmpLite Red fluorescence. activity change, negative = inhibition, % at 58.2 µM, hits read low. 290,000 tested, 0.67% active; in the data active = activity change below about -30%; note: % is set by controls: 0 for no effect and ±100 for the full control effect
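Counterscreen of the coupled detection system alone, without aldolase: glyceraldehyde-3-phosphate coupling enzymes plus AmpLite Red readout. Compounds at 57.5 uM final, 10 min RT preincubation, 20 min RT reaction, fluorescence 525/598 nm.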
Tb PFK block – inhibitors of T. brucei phosphofructokinase; O15648; T. brucei PFK, ADP-Glo luminescence; Potency, µM (doses to about 57.5 µM), inactives show at the top dose activity, negative = inhibition, actives largely listed as inhibitors; 330,000 tested, 0.17% active; AID 485367;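 note: potency is the fitted concentration of half-maximal effect; 0% = uninhibited 1x PFK enzyme wells and -100% = no-enzyme wells; nearly all actives have a fitted effect of over 60% in size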
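Luminescent ADP detection (ADP-Glo, two-step: ATP depletion then ADP-to-ATP conversion for luciferase) reported PFK activity after 45 min room-temperature reaction of 1.25 nM enzyme with 0.5 mM F6P and 0.1 mM ATP at pH 8.0.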
Giardia kill – kills Giardia lamblia; Giardia lamblia trophozoite viability; activity change, % at 7.66 µM, hits read low; 340,000 tested, 0.15% active; in the data active = activity change below about -80%; inconclusive = between about -30% and that limit;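 note: parasites exposed to compound for two days anaerobically before the ATP read; % is set by controls: 0 for no effect and ±100 for the full control effect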
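Trophozoite viability was measured as ATP-dependent luminescence, read 15-30 min after reagent addition. Before that, parasites at 100 cells/well were exposed to compounds for 48 h, anaerobically, at 37 deg C.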
TSHR antag – blocks TSH signaling through the human TSH receptor | TSHR-expressing cells, TSH-stimulated cAMP HTRF, 2 h; active compounds read low | activity change, negative = inhibition, % at 11.5 µM | 330,000 tested, 0.2% active | AID 504810;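 active = activity change below a set negative limit, meaning inhibition stronger than a set level, cut at about -70% in these data; inconclusive = activity change between two set negative limits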; note: % is set by controls: 0 for no effect and ±100 for the full control effect
Target sequence (P16473 whole entry, looked up): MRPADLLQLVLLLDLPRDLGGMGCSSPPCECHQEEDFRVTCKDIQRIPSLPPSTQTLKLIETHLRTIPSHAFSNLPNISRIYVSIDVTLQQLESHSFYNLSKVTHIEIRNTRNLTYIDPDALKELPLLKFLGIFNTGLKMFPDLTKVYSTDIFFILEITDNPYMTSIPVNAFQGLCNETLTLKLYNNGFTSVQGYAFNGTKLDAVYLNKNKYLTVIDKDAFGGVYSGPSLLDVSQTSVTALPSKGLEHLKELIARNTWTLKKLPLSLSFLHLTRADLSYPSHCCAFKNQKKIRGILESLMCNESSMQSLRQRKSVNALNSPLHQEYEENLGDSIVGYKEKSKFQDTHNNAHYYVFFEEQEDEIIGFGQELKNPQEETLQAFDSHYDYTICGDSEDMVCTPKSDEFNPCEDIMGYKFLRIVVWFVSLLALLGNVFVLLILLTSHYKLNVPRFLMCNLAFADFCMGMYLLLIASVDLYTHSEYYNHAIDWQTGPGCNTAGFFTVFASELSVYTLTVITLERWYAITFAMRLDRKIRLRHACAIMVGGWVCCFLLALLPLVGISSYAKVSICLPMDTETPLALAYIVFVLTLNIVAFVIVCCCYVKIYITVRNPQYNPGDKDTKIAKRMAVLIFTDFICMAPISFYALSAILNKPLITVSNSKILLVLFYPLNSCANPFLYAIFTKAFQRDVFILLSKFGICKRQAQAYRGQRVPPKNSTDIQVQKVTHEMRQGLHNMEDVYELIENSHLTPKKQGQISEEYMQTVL
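Inhibition of cAMP made by TSHR-expressing cells under TSH stimulation (4nM final, EC80; 2 h, 37 deg C) is quantified with a one-step lysis HTRF kit, anti-cAMP cryptate versus cAMP-d2.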
KCNH2 WT inh – blocks the wildtype human KCNH2 potassium channel; Q12809; U2OS, BacMam KCNH2, thallium flux FluxOr; active compounds read low; activity change, % at 1.84 µM; 340,000 tested, 0.37% active; AID 720551;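 active = maximum activity change below -70%; inconclusive = maximum activity change between -70% and -50%; inactive = maximum activity change above -50%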; note: % is set by controls: 0 for no effect and ±100 for the full control effect
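U2OS cells transduced with wild-type KCNH2 virus are loaded with FluxOr dye for 45 min, and thallium flux is measured in kinetic reads before and after stimulation buffer. Rate constants are normalized to DMSO controls.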
CXXC DNA block – blocks binding of human MLL CXXC domain to DNA; Potency, µM (series often up to 115 µM), without a hit: top-dose activity change, negative = inhibition, usual class: inhibitors; AID 2662; Q03164; 290,000 tested, 0.037% active; MLL-CXXC / FITC-HOXA9 DNA fluorescence polarization; active = well fitted inhibition curve with a large enough effect in the polarisation, with a control signal flat, not every such curve was filed as active; inconclusive = small, poorly fitted or top-dose-only effect, or effect the other way, or a change in a side signal; inactive = no such curve, though single readings can be large or run the other way; the % refers to the polarisation; note: potency is the fitted concentration of half-maximal effect
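Fluorescence polarization: 7 uM MLL-CXXC (stock) preincubated 5 min with compounds, then 50 nM fluorescein-HOX-A9 DNA (stock) added; 30 min ambient. Buffer 50 mM Tris-HCl pH 7.5, 50 mM NaCl, 1 mM DTT, 0.05% BSA.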
Active calls of the source: *; ? = inconclusive; . = not tested or not shown; [ ] = another dose, or the depositor's remark. Unless noted, calls come from the whole dose curve; as a rule, active = well fitted curve in the direction sought with a large enough effect; inconclusive = small, poorly fitted or top-dose-only effect, or another doubt; inactive = no such curve, though single readings can be large; an effect the other way counts as inactive or inconclusive.

Results follow in this order: TCR act | AT treatment | FBPA coupling cs | TSHR antag | Tb PFK block | CXXC DNA block | Chronic BCR inh | Giardia kill | GALK inhibitor | KCNH2 WT inh
1	CCCCCCCCCn1ccc(=N)cc1
 : -1% | 3.2µM* | 6 | 8 | 4% | -6% | ? | 0 | 2% | 7
2	COC(=O)c1cc(NC(=S)NC(=O)c2ccccc2)ccc1N1CCOCC1
 : -3% | -2% | . | -7 | 0% | 15% | ? | -5 | 6% | -1
3	Cc1cccc(NC(=O)CSc2nnc(NC(=O)c3ccc(S(=O)(=O)N4CCOCC4)cc3)s2)c1C
 : -3%[46.1 µM] | -3% | -3 | 3 | -1% | -8% | 1% | . | 1% | .
4	O=C(COc1ccc(/C=N/NC(=O)c2ccccc2Br)cc1)Nc1ccccc1
 : 1% | 4% | 0 | -5 | 1% | 13% | -2% | 11 | -4% | 1
5	CCC(=O)Nc1ccc2nc(C)n(CC(=O)Nc3ccccc3)c(=O)c2c1
 : 3% | 4% | -1 | 12 | 3% | 4% | -10% | -5 | 3% | -29
6	Fc1ccc2cc(-c3ccccc3)ncc2c1
 : 5% | -2% | . | -11 | 0% | . | ? | -7 | . | 5
7	CN(CC(=O)NCC1CCCCC1)CC(=O)Nc1ccc(F)cc1
 : 11% | -15% | . | 19 | 2% | . | -8% | ? | . | -2
8	O=C(COc1c(Cl)cccc1Cl)NN1C(=O)CSC1=S
 : -3% | -2% | 5 | 12 | -3% | -7% | ? | -8 | 6% | .
9	CCSc1ccccc1-c1nc(-c2ccncc2)no1
 : 3% | ? | -3 | 12 | 0% | -11% | ? | 18 | -7% | 1
10	Cc1ccc(CC2CC(=O)N(c3ccncc3)C2=O)cc1 (stereo not drawn)
 : 0% | 7% | 3 | -2 | -1% | -2% | 0% | -11 | 5% | -5
11	CCn1c(Cc2ccccc2)nnc1SC(C)C(=O)NC1CC1 (stereo not drawn)
 : 0% | -1% | . | -1 | -6% | . | 2% | -16 | . | -8
12	COc1ccccc1N(CC(=O)N1CCOCC1)S(C)(=O)=O
 : . | 8% | 2 | 32 | -5% | -4% | 7% | 4 | 0% | -3
13	COc1ccc(NC(=O)CN(C)C(=O)Cc2ccc(S(=O)(=O)N3CCOCC3)s2)cc1
 : 2% | 3% | . | 8 | 0% | . | 10% | -9 | . | -9
14	COCc1c(C(=O)OCC(=O)N2CCCC2=O)oc2ccccc12
 : -9% | -3% | . | 18 | 7% | . | ? | 4 | . | 3
15	C/C(=N\NC(=O)c1ccc(C(=O)N/N=C(\C)c2ccco2)o1)c1ccco1
 : . | -1% | 7 | 6 | 0% | 1% | -3% | 19 | 3% | 5

One compound at a time, as listed above. Screens in order: TCR act	AT treatment	FBPA coupling cs	TSHR antag	Tb PFK block	CXXC DNA block	Chronic BCR inh	Giardia kill	GALK inhibitor	KCNH2 WT inh
Listed for `COC(=O)c1cc(NC(=S)NC(=O)c2ccccc2)ccc1N1CCOCC1` = -3%	-2%	.	-7	0%	15%	?	-5	6%	-1
Listed for `COc1ccc(NC(=O)CN(C)C(=O)Cc2ccc(S(=O)(=O)N3CCOCC3)s2)cc1` = 2%	3%	.	8	0%	.	10%	-9	.	-9
Listed for `CCSc1ccccc1-c1nc(-c2ccncc2)no1` = 3%	?	-3	12	0%	-11%	?	18	-7%	1

More results
Results follow in this order: TCR act | AT treatment | FBPA coupling cs | TSHR antag | Tb PFK block | CXXC DNA block | Chronic BCR inh | Giardia kill | GALK inhibitor | KCNH2 WT inh
16	COc1ccccc1C(=O)NNC(=O)c1ccccc1
 : -2% | 0% | 0 | -1 | 3% | -5% | ? | -28 | 0% | 4
17	Cc1ccc(S(=O)(=O)N(CC(=O)N/N=C/c2ccc(F)cc2)c2cccc3cccnc23)cc1
 : -7% | -5% | 6 | 20 | 3% | 1% | 0% | 7 | 4% | -10
18	CCOC(CNC(=O)c1nnc(Cc2cc(OC)c(OC)c(OC)c2)o1)OCC
 : 2% | -2% | 0 | -1 | -1% | 1% | -1% | 6 | 2% | -4
19	Cc1nc2ccccn2c1C(=O)NCC(C)C
 : -1%[46.1 µM] | 0% | 0 | 9 | -2% | -2% | 1% | 13 | . | -7
20	CC(C)(CN1CCN(Cc2ccccc2)CC1)NS(=O)(=O)c1ccc(Cl)cc1
 : 2% | 7% | 0 | 5 | 2% | 4% | -1% | -15 | -4% | 34
21	N#C/C(=C\c1ccc(Cl)cc1)c1nc2ncccc2[nH]1
 : 0% | -1% | 1 | -10 | -3% | 26% | 5% | 5 | . | -3
22	COc1ccccc1CN(Cc1cc2cc(C)ccc2[nH]c1=O)Cc1nnnn1Cc1ccco1
 : 16% | 5% | 1 | -8 | 3% | -7% | ? | -1 | 5% | 4
23	Cc1ccc2cccc(S(=O)(=O)Nc3ccc4c(c3)OCO4)c2n1
 : . | 4% | -21 | 0 | ? | 5% | -5% | -17 | -1% | 13
24	COC(=O)c1ccc(C2CC(=O)Nc3cc(OC)c(OC)cc32)cc1 (stereo not drawn)
 : . | 2% | -2 | -12 | -1% | -3% | -8% | -15 | -3% | 15
25	Cc1ccc(S(=O)(=O)N2CCCN(C)c3nc4ccccc4nc32)cc1
 : -5% | 3% | . | -18 | 5% | . | 0% | -10 | . | 1
26	Cc1nnc(SCC(=O)Nc2ccc(Cl)cn2)s1
 : 1%[46.1 µM] | 14% | 0 | 3 | 0% | 14% | 2% | -8 | 0% | 4
27	COc1cc(OC)c(CN2CCCCCCC2)cc1Br
 : . | 0% | 5 | -12 | -1% | 2% | ? | 8 | -2% | 3
28	CCOc1ccc(C(=O)NCC(=O)NC(C)c2ccc(-n3ccnc3)cc2)cc1OCC (stereo not drawn)
 : -2% | 10% | . | 11 | 0% | -2% | ? | 8 | 2% | -20
29	O=C1CN(c2ccccc2)C(=O)N1
 : -6% | 2% | 4 | 13 | 1% | -8% | ? | 10 | 1% | -7
30	CCCCS(=O)(=O)N1CCCC(C(=O)Nc2ccc(Cl)cn2)C1 (stereo not drawn)
 : 4% | -1% | 0 | -4 | 0% | -9% | 6% | -29 | -2% | -14
31	O=C(CN(CC1CCCO1)C(=O)Cn1nnc(-c2ccc(F)cc2)n1)NC1CCCCC1 (stereo not drawn)
 : . | 19% | 4 | -4 | -3% | 12% | -1% | 1 | 2% | -2
32	CCn1c(COc2ccccc2)nnc1SCC(=O)Nc1ccc(N2CCOCC2)cc1
 : 4% | 6% | 1 | 0 | 2% | 0% | 2% | ? | 0% | 0
33	FC(F)(F)Oc1ccc(NC(=S)NCc2ccccc2)cc1
 : -2%[46.1 µM] | 4% | 1 | -13 | -5% | 10% | 18% | -13 | 0% | -1
34	COc1ccccc1NC(=O)N1CCN(S(C)(=O)=O)CC1
 : 1% | 7% | 2 | -9 | 1% | -4% | 1% | -5 | -1% | 0
35	Cc1ccc(N2N=C(c3ccc(F)cc3)CC2c2ccco2)cc1 (stereo not drawn)
 : 2% | -1% | -7 | 6 | 1% | 3% | ? | 1 | 12% | 18
36	COc1ccc(CCNC(=O)Cn2cnc3c(nnn3Cc3ccc(C)cc3)c2=O)cc1OC
 : 2%[46.1 µM] | -4% | 2 | -11 | -3% | 3% | 6% | -7 | 0% | -22
37	COc1ccc(C2=CSC3=NCCN23)cc1[N+](=O)[O-]
 : 0% | -16% | -1 | 6 | 1% | 3% | ? | 10 | 3% | 7
38	CC(=O)Nn1c(COc2ccccc2C)nc2ccccc2c1=O
 : 0% | 1% | 2 | 9 | 0% | -1% | 1% | -7 | 0% | -1
39	O=C(NNC(=O)c1nn(-c2ccc(F)cc2)ccc1=O)Nc1cccc(Cl)c1
 : -3% | -6% | 0 | -11 | 0% | 0% | 0% | -17 | 7% | 0
40	Clc1ccc(-n2nnnc2CN2CCCCC2)cc1Cl
 : 0% | -4% | 3 | -3 | -2% | 2% | 0% | 7 | 0% | -4
41	CCN1CCc2c(sc(NC(=O)COc3ccccc3)c2C(=O)OC)C1
 : 2% | 0% | 1 | 26 | -1% | 4% | 3% | 7 | 1% | -10
42	C=CCNC(=O)c1cccn1-c1ccsc1C(=O)OC
 : 3% | 4% | 4 | 9 | -6% | -4% | -2% | 7 | -2% | -1
43	CCCCCCC1CC(C)(C(=O)CNc2nncs2)OC1=O (stereo not drawn)
 : -2%[46.1 µM] | 1% | 3 | -7 | -5% | 2% | -15% | -22 | -1% | 11
44	O=C(CN(CC1CCCO1)C(=O)CNS(=O)(=O)c1ccccc1)NCCc1ccccc1 (stereo not drawn)
 : 4% | 0% | 0 | -2 | -1% | 5% | -24% | -6 | -1% | 2

An unsorted share of the library. About 1.6% of those tested had a hit in this group.
